PrPC TRFRET – cell surface PrPC inhibition, primary TR-FRET screen | TR-FRET read-out | inhibition, % at 13.8 µM | 0.43% of 370,000 active; in the data active = inhibition above about 24%; also: 0% = median of the test wells and 100% = reference compound wells
FadD28 FP inh – inhibitors of Mycobacterium tuberculosis FadD28 bisubstrate binding. FadD28 bisubstrate probe binding, fluorescence polarization. inhibition, % at 12.5 µM. 0.22% of 360,000 active; in the data active = inhibition above about 8.5%, passing the limit was not always enough; inconclusive = no clear call, values can overlap the other calls
Anthrax LF prot – inhibitors of Bacillus anthracis lethal factor protease. multiplex microsphere protease cleavage assay, LF. inhibition, % at 10 µM. 0.12% of 360,000 active. P15917. AID 588501; also: plate controls were buffer without enzyme for full effect and enzyme alone for no effect
Target sequence (P15917 whole entry, looked up): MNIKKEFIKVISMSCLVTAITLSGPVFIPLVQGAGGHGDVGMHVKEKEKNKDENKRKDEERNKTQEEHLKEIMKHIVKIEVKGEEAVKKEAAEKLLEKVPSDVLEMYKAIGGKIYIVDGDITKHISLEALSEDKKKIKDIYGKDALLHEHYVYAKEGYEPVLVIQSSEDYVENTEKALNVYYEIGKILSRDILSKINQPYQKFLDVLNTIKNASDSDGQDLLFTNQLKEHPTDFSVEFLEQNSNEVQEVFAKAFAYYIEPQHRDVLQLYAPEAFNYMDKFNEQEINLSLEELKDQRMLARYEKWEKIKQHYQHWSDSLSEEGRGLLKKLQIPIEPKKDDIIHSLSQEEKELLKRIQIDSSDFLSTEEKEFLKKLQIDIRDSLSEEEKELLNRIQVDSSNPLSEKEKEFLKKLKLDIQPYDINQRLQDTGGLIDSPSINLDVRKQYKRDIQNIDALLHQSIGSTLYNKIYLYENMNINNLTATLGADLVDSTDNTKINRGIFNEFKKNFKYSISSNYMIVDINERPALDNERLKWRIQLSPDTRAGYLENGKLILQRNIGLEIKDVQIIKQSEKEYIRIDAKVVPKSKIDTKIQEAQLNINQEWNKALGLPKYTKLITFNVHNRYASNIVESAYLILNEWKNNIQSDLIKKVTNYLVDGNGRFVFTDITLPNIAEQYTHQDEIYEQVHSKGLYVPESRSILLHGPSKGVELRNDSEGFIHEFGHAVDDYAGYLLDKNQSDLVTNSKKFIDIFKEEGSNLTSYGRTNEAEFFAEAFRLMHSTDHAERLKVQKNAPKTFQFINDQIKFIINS
BoNT-A LC inh2 – blocks Botulinum neurotoxin A light chain protease. multiplex microsphere protease substrate cleavage, flow cytometry. 0.17% of 360,000 active. inhibition, % at 10 µM. AID 588499; also: plate controls were buffer without enzyme for full effect and enzyme alone for no effect
TcdB GH inh – blocks C. difficile toxin B glycohydrolase activity; inhibition, % at 9.99 µM; TcdB glycohydrolase enzymatic assay, plate reader; P18177; 0.24% of 350,000 active; in the data active = inhibition above about 10%
CCHF vOTU inh – blocks the CCHF virus ovarian tumor domain protease | inhibition, % at 11.5 µM | CCHFV vOTU protease, Pep-AMC fluorescence | AID 651958 | 0.55% of 370,000 active; in the data active = inhibition above about 30%; also: 0% = vehicle wells with enzyme and 100% = no enzyme wells
PfHsp40 rescue – restores yeast growth despite PfHsp40 toxicity; S. cerevisiae expressing PfHsp40, growth rescue, ATP luminescence; growth rescue, % at 12.5 µM; 0.68% of 340,000 active; AID 504582; in the data active = growth rescue above about 28%, passing the limit was not always enough; inconclusive = no clear call, values can overlap the other calls;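 also: yeast W303a lacking pdr1 and pdr3 grown in galactose medium; growth measured after three days at 30 °C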
BoNT-F LC inh – inhibitors of Botulinum neurotoxin F light chain protease | 0.22% of 360,000 active | inhibition, % at 10 µM | Multiplex microsphere protease cleavage assay, flow cytometry; in the data active = inhibition above about 35%, passing the limit was not always enough; inconclusive = no clear call, values can overlap the other calls; also: plate controls were buffer without enzyme for full effect and enzyme alone for no effect
Y pestis TopoI – Y. pestis Topo-I inhibition via cleavage products | Y. pestis Topo-I cleavage product accumulation, plate reader | activity, % at 10 µM | 0.064% of 360,000 active; in the data active = activity above about 50%, passing the limit was not always enough; inconclusive = no clear call, values can overlap the other calls; also: inactives centre near 2
The depositor's hits bear a star; ? = inconclusive; · = not tested or not shown; & = joins results of further samples. Rule as the data show it, unless noted: active = inhibition above about 30%; inconclusive = no clear call, values can overlap the other calls; inactive = below that.

(1) O=C(O)CCCn1nc(C(F)(F)F)c2c1CCCCC2
(2) O=C(c1ccc(Cl)cc1)C1CCCN(C(=O)/C=C/c2ccccn2)C1 (stereo not given)
(3) O=C(O)c1cc(NC(=O)c2cccc(C(=O)Nc3cc(C(=O)O)cc(C(=O)O)c3)c2)cc(C(=O)O)c1
(4) CSc1ncc(C(=O)Nc2ccccc2)cn1
(5) COCCOC(=O)C1=C(C)NC(=S)NC1/C=C/c1ccccc1 (stereo not given)
(6) Cc1cc(N=Nc2ccccc2)c(NCC(O)C(O)C(O)CO)cc1C (stereo not given)
(7) Cc1ccccc1NC(=O)c1ccc(NC(=O)C2CCCO2)cc1 (stereo not given)
(8) O=C(Cn1c(N2CCN(c3ccccc3)CC2)nc2ccccc21)c1ccccc1

Screen / compound no.	1	2	3	4	5	6	7	8
PrPC TRFRET	6	-4	3	4	-9	-32	·	1
FadD28 FP inh	0.0	-3.5	-4.2	-4.8	-1.3	-4.4	-2.5	-5.6
Anthrax LF prot	-4	-3	17	-9	1	-2	-11	-1
BoNT-A LC inh2	-0.6	0.1	-1.3	-2.5	-0.4	0.4	-2.1	0.3
TcdB GH inh	·	·	0.3	0.9	·	2.6	·	·
CCHF vOTU inh	-11	12	7	6	3	17	·	11
PfHsp40 rescue	0.9	-0.5	0.1	2.1	-1.4	0.0	1.2	0.5
BoNT-F LC inh	8	2	11	-12	-2	-2	7	?
Y pestis TopoI	0	10	5	5	2	-18	-8	25

Only TcdB GH inh and CCHF vOTU inh, for some of the entries so far:
#	mol	TcdB GH inh	CCHF vOTU inh
4	CSc1ncc(C(=O)Nc2ccccc2)cn1	0.9	6
5	COCCOC(=O)C1=C(C)NC(=S)NC1/C=C/c1ccccc1 (stereo not given)	·	3

Following part
(9) O=C(O)Cn1c(=S)sc2ccccc21
(10) O=C(NN1CCOCC1)c1cccc(COc2cccc(Br)c2)c1
(11) O=C1CCCN1CN(C(=O)c1ccccc1)c1ccccc1
(12) CCc1ccccc1NC(=O)c1ccc(S(=O)(=O)N2CCCC2)cc1
(13) COc1ccc(CCNC(=O)c2ccc(NS(=O)(=O)c3c(C)noc3C)cc2)cc1OC
(14) CC(=O)c1ccc(S(=O)(=O)N2CCC3(CC2)OCCO3)cc1
(15) O=[N+]([O-])c1ccc(Sc2cccc[n+]2[O-])c2nonc12
(16) COc1ccc(S(=O)(=O)N2CCCC2C(=O)Nc2nccs2)cc1 (stereo not given)

Screen / compound no.	9	10	11	12	13	14	15	16
PrPC TRFRET	-2	-3	4	1	1	0	37*	-1
FadD28 FP inh	0.4	-1.8	-1.4	-2.1	-2.3	-2.7	2.2	-1.2
Anthrax LF prot	1	7	3	4	0	0	-18	0
BoNT-A LC inh2	1.8	-0.7	-0.2	1.4	0.7	-0.5	5.4	-0.8
TcdB GH inh	-0.7	1.8	1.4	0.4	·	1.0	-1.7	·
CCHF vOTU inh	-2	-14	-15	-15	5	11	-16	4
PfHsp40 rescue	16	0.3	0.7	-1.1	0.7	1.3	683*	-0.6
BoNT-F LC inh	3	3	-1	0	7	2	13	-10
Y pestis TopoI	9	-11	5	2	-10	1	-13	3

(17) CC(C)CCn1c(N2CCOCC2)nc2c1c(=O)n(CC(N)=O)c(=O)n2C
(18) CC1Cc2nc(SCC(=O)N3CCOCC3)n(-c3ccccc3)c(=O)c2S1 (stereo not given)
(19) Cn1c(NNC(=O)C(c2ccccc2)c2ccccc2)cc(=O)n(C)c1=O
(20) CC(C)[C@H](NC(=O)c1ccco1)C(=O)OCC(=O)Nc1ccc(F)cc1
(21) CN(CC(=O)Nc1ccc(N2CCOCC2)cc1)C(=O)C12CC3CC(CC(C3)C1)C2
(22) O=C(NC(=S)Nc1cccc(Cl)c1N1CCCCC1)c1cccs1
(23) N=c1c(C(=O)NCC2CCCO2)cc2c(=O)n3ccccc3nc2n1Cc1ccccc1Cl (stereo not given)
(24) O=C(NCc1ccc(F)cc1)Nc1ccccc1

Screen / compound no.	17	18	19	20	21	22	23	24
PrPC TRFRET	7	3	1	12	5	-2	-27	-11
FadD28 FP inh	-0.8	0.1	-4.4	-0.6	-1.1	-2.0	-1.8	-2.5
Anthrax LF prot	2	-2	-7	-2	1	-4	3	1
BoNT-A LC inh2	0.4	0.6	-0.4	0.7	3.0	-0.2	0.5	1.3
TcdB GH inh	·	-0.6	1.5	2.2	1.1	0.4	0.3	-0.2
CCHF vOTU inh	14	3	-7	2	-7	0	-146	-3
PfHsp40 rescue	1.4	-0.4	-1.5	-0.8	1.2	-0.7	-0.5	-0.7
BoNT-F LC inh	13	-4	-9	-2	4	-9	1	-3
Y pestis TopoI	4	0	6	2	13	10	5	-5

(25) c1cn2cc(-c3ccc4c(c3)OCO4)nc2s1
(26) CC1CCN(C(=O)C2CCN(C(=O)c3cc4sccc4n3Cc3ccc(F)cc3)CC2)CC1
(27) Cc1ccc([N+](=O)[O-])cc1S(=O)(=O)Nc1ccc(N2CCOCC2)cc1
(28) CCCCN1CC(=O)N2[C@H]3c4ccc(OC)cc4OC[C@@H]3[C@H](C(=O)OCC)[C@]2(C)C1=O
(29) C[C@@H]1CN([C@@H](C)CO)S(=O)(=O)c2ccc(-c3cccc(C#N)c3)cc2O[C@@H]1CN(C)C(=O)c1ccc(F)cc1
(30) Cc1ccc(S(=O)(=O)N2c3ccccc3-c3c(ssc3=S)C2(C)C)cc1
(31) CCOc1cc(C(=O)O/N=C(\N)c2ccccn2)cc(OCC)c1OCC
(32) COC(=O)CCC(NC(=O)OCc1ccccc1)C(=O)NC(CC(C)C)C(=O)OC (stereo not given)

Screen / compound no.	25	26	27	28	29	30	31	32
PrPC TRFRET	-1	-2	-12	-1	-5	-5	8	0
FadD28 FP inh	?	-2.4	-2.6	-0.9	-7.3	-2.1	-2.0	-4.3
Anthrax LF prot	10	-1	-5	-5	1	-1	13	1
BoNT-A LC inh2	2.7	-1.3	-0.4	0.5	-0.2	2.1	-2.0	-0.3
TcdB GH inh	-1.1	·	-63	0.4	-1.3&0.1&-4.6	8.9	-1.2	·
CCHF vOTU inh	-4	8	-1	-1	8	15	4	1
PfHsp40 rescue	7.7	3.7	-1.6	-0.6	·	2.8	0.3	0.1
BoNT-F LC inh	-1	-5	-10	1	0	13	-7	7
Y pestis TopoI	0	22	-12	3	13	-3	2	0

(33) CCN(Cc1ccccc1)S(=O)(=O)c1csc(C(N)=O)c1
(34) CC(=O)OC1CC(OC2C(O)CC(OC3C(O)CC(OC4CCC5(C)C(CCC6C5CCC5(C)C(C7=CC(=O)OC7)C(O)CC65O)C4)OC3C)OC2C)OC(C)C1OC1OC(CO)C(O)C(O)C1O (stereo not given)
(35) CCNC(=S)NNC(=O)c1csc2c1CCCC2
(36) COc1cccc(CC2(CO)CCCN(Cc3ccc4c(c3)OCCO4)C2)c1 (stereo not given)
(37) Oc1ccc(O)c(Cc2nc3ccccc3[nH]2)c1
(38) CCOc1cc2[nH]c(=O)n(Cc3ccc(C(=O)NCCOC)cc3)c(=O)c2cc1OCC
(39) CC(C)[C@H](NC(=O)c1ccco1)C(=O)OCc1cc(=O)n2c(n1)sc1ccccc12
(40) CC(=NCCCN1CCOCC1)c1c(O)n(Cc2ccccc2)c(=O)[nH]c1=O

Screen / compound no.	33	34	35	36	37	38	39	40
PrPC TRFRET	-2	0	·	-1	2	-2	3	-2
FadD28 FP inh	-3.1	-0.4	-3.0	-2.7	-0.2	-0.7	-1.0	-0.8
Anthrax LF prot	2	-6	0	-3	1	-11	2	4
BoNT-A LC inh2	-0.3	-0.3	?	-1.7	-0.9	-0.7	-0.5	0.5
TcdB GH inh	1.4	2.5	-0.2	-3.9	-6.7	1.1	0.8	·
CCHF vOTU inh	6	13	·	-7	2	-12	1	-1
PfHsp40 rescue	0.0	1.9	-0.9	-1.1	0.1	-0.1	-1.8	-0.1
BoNT-F LC inh	-7	-2	2	-9	-10	-2	-3	-4
Y pestis TopoI	8	11	2	5	9	5	4	-4

(41) CC(C)N1CCc2c(sc(NC(=O)c3ccc(S(=O)(=O)N4CCOCC4)cc3)c2C#N)C1
(42) O=C(COC(=O)c1ncc(Cl)c(Cl)c1Cl)NC1CCCCCC1
(43) COc1ccc(C(=O)CN2CCN(S(=O)(=O)c3cccc([N+](=O)[O-])c3)CC2)cc1OC
(44) C[N+](C)(C)CCCCCCC(=O)/C=N/O
(45) CCOC(=O)CSc1ncnc2c1c(-c1ccccc1)cn2-c1ccc(OC)cc1
(46) C#CCN1C(=O)S/C(=C\c2cc3c(cc2OC)OCO3)C1=O
(47) CCOC(=O)C1CCCN(S(=O)(=O)c2ccc(OC)c3ccccc23)C1 (stereo not given)
(48) Cc1c(C#N)c(NC(=O)c2ccccc2)n(Cc2ccccc2)c1C

Screen / compound no.	41	42	43	44	45	46	47	48
PrPC TRFRET	·	3	-12	6	-2	6	3	0
FadD28 FP inh	1.4	-4.3	-2.6	0.0	-4.2	-3.1	-4.2	-1.5
Anthrax LF prot	10	0	-1	-2	-2	15	3	0
BoNT-A LC inh2	7.0	-1.3	0.2	0.7	0.8	0.5	0.4	-0.5
TcdB GH inh	·	-1.9	-1.1	0.0	0.1	1.0	·	·
CCHF vOTU inh	·	41*	2	20	5	-9	2	0
PfHsp40 rescue	0.7	-0.6	-2.1	1.0	-0.4	-1.2	1.4	0.8
BoNT-F LC inh	8	2	-2	1	-3	?	18	-7
Y pestis TopoI	4	16	-4	3	11	1	-1	-3

(49) Cc1cccc(C)c1NC(=O)N1CCC(N2CCCCC2)CC1
(50) Cc1cc(C(=O)Nc2ccc(F)cc2F)on1
(51) O=S(=O)(Nc1cccc(-n2cnnn2)c1)c1ccccc1C(F)(F)F
(52) O=C(Nc1ccc(Br)cc1)C1CCN(C(=O)c2ccco2)CC1
(53) Cc1ccccc1NC(=O)c1nc[nH]c1C(=O)NCc1ccccc1
(54) CCOc1ccccc1N/C(=C(/C(Cl)=C(Cl)Cl)[N+](=O)[O-])n1cncn1
(55) COc1cccc(N2CCN(c3ccc4nnc(CCC(=O)Nc5cc(C)ccn5)n4n3)CC2)c1
(56) C=CCN1c2ccccc2Sc2cnccc21

Screen / compound no.	49	50	51	52	53	54	55	56
PrPC TRFRET	-7	4	7	0	4	-2	6	-6
FadD28 FP inh	-1.1	-0.3	-2.6	-4.4	2.4	-3.6	-1.8	1.2
Anthrax LF prot	-3	2	-1	-2	-7	-6	-1	-3
BoNT-A LC inh2	0.4	1.9	-1.5	-2.2	-0.1	0.0	-0.1	-0.3
TcdB GH inh	·	-1.9	-1.1	1.6	·	1.5	3.0	-0.5
CCHF vOTU inh	-8	0	9	13	4	-6	5	10
PfHsp40 rescue	-1.3	-0.4	0.7	-0.7	6.0	-1.4	1.5	·
BoNT-F LC inh	5	-12	-3	0	-3	-14	-6	-1
Y pestis TopoI	4	3	-5	-3	3	-13	7	9

6 records picked at random from those above, as already listed:
(50) Cc1cc(C(=O)Nc2ccc(F)cc2F)on1
(52) O=C(Nc1ccc(Br)cc1)C1CCN(C(=O)c2ccco2)CC1
(55) COc1cccc(N2CCN(c3ccc4nnc(CCC(=O)Nc5cc(C)ccn5)n4n3)CC2)c1
(53) Cc1ccccc1NC(=O)c1nc[nH]c1C(=O)NCc1ccccc1
(56) C=CCN1c2ccccc2Sc2cnccc21
(49) Cc1cccc(C)c1NC(=O)N1CCC(N2CCCCC2)CC1

Screen / compound no.	50	52	55	53	56	49
PrPC TRFRET	4	0	6	4	-6	-7
FadD28 FP inh	-0.3	-4.4	-1.8	2.4	1.2	-1.1
Anthrax LF prot	2	-2	-1	-7	-3	-3
BoNT-A LC inh2	1.9	-2.2	-0.1	-0.1	-0.3	0.4
TcdB GH inh	-1.9	1.6	3.0	·	-0.5	·
CCHF vOTU inh	0	13	5	4	10	-8
PfHsp40 rescue	-0.4	-0.7	1.5	6.0	·	-1.3
BoNT-F LC inh	-12	0	-6	-3	-1	5
Y pestis TopoI	3	-3	7	3	9	4

Compounds were not picked by outcome, and some 2.3% of all compounds hit somewhere here.
